Compound activity deposited in PubChem by Broad Institute.
EZH2 inh: EZH2 (human) methyltransferase inhibition | Q15910 | PRC2 H3K27 methylation, DELFIA TRF, 1 h | inhibition, % at 12.5 µM | 0.35% of 57,000 active | AID 651548;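 active = mean inhibition of replicates at least 50% and every single replicate also reaching 50%; inconclusive = mean inhibition at least 50% but some replicate falls below 50%; inactive = mean inhibition under 50%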;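 also: dimethyl H3K27 on biotinylated H3 21-44 peptide detected by antibody; plate controls were median neutral control wells for no effect and median positive control wells for full effect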
IDH1 mut inh: IDH1 R132H (human) inhibition. AID 624101. 0.18% of 70,000 active. IDH1 R132H reductase, diaphorase/resazurin fluorescence, 60 min. inhibition, % at 10 µM; in the data active = inhibition above about 34%; inconclusive = no clear call, values can overlap the other calls; inactive = below about 11%;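 also: 0% = DMSO and 100% = no enzyme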
Target sequence (O75874 whole entry R132H): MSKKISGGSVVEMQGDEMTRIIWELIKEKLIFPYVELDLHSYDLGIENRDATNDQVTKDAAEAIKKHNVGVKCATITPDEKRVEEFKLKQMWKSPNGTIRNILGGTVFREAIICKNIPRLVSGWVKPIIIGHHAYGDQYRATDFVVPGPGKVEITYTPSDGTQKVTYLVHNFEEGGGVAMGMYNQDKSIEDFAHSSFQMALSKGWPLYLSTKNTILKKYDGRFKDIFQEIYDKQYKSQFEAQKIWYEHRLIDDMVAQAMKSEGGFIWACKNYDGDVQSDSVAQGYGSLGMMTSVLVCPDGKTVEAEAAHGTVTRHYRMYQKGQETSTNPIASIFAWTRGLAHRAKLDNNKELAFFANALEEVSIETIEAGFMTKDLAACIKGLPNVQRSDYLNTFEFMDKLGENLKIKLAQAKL
Active calls of the source: *; ? = inconclusive; / = not tested or not shown; & = joins results of further samples. Some of the compounds tested (hit frequency here may not be typical).

SMILES | EZH2 inh | IDH1 mut inh
c1ccc2c(c1)cc1ccc3cccc4ccc2c1c34 | 2 | 0.1
C=CCC1(C(C)CCC)C(=O)NC(=S)NC1=O (configuration not stated) | / | 0.3
OC(Cc1ccncc1)C(Cl)(Cl)Cl (configuration not stated) | / | 1.6
CC(C)N(C(=O)SCC(Cl)=C(Cl)Cl)C(C)C | 11 | 2.4
COc1cc(C(=O)O[C@H]2[C@@H]3C=CO[C@@H](O[C@@H]4O[C@H](CO)[C@@H](O)[C@H](O)[C@H]4O)[C@@H]3[C@@]3(CO)O[C@@H]23)ccc1O | / | -0.2
CCCCOC(=O)c1ccccc1C(=O)OCc1ccccc1 | 20 | -0.1
CC1(C)CCC[C@]2(C)c3cc(O)c(O)cc3C(=O)CC12 (some centres not stated) | -3 | 2.5
COc1ccc(CN2CCN(CCO)CC2)c(OC)c1C | -27 | 0.2
CCC(C)[C@H]1C(=O)O[C@H](C(C)C)C(=O)N(C)[C@@H](C(C)C)C(=O)O[C@H](C(C)C)C(=O)N(C)[C@@H](C(C)C)C(=O)O[C@H](C(C)C)C(=O)N1C (some centres not stated) | / | 0.1
CCCCC/C=C\C/C=C\C/C=C\CCCCCCC(=O)NCCO | 6 | 0.5
NCC(=O)Nc1ccc(Br)cc1C(=O)c1ccccc1 | 8 | -0.3
COc1ccc(CNC(=O)/C=C/c2ccc3[nH]cc(CCN(C)C)c3c2)cc1 | 3 | -1.4
COc1ccc2c(c1O)-c1c3c(cc4c1C(C2)N(C)CC4)OCO3 (configuration not stated) | / | -0.3
C[C@H]1CN([C@@H](C)CO)C(=O)CCCn2nncc2CO[C@H]1CN(C)C(=O)Oc1ccc2ccccc2c1 | 5 | /
CO[C@H]1C=C2CCN(C)[C@H]2C2c3cc4c(cc3C(=O)O[C@@H]21)OCO4 (some centres not stated) | / | -0.5
Clc1ccc(C(OCCN2CCCCC2)c2ccccc2)cc1 (configuration not stated) | / | -2.0
COc1ccc2[nH]c3c(c2c1)CCN=C3C | -33 | -0.1
C=CCN1CCC23c4c5ccc(O)c4OC2C(=O)CCC3(O)C1C5 (configuration not stated) | / | -2.5
COC1CC(OC2CCC3(C)C(CCC4(O)C3CC(OC(=O)c3ccccc3)C3(C)C(O)(C(C)=O)CCC43O)C2)OC(C)C1OC1CC(OC)C(OC2OC(C)C(O)C(OC)C2O)C(C)O1 (configuration not stated) | 13 | 0.4
COc1ccc(OC(=O)N(C)C[C@@H]2OCc3cnnn3CCCC(=O)N([C@@H](C)CO)C[C@@H]2C)cc1 | 15 | 0.7

Another view of part of the listing above.
| Compound | EZH2 inh | IDH1 mut inh |
| --- | --- | --- |
| COc1ccc2[nH]c3c(c2c1)CCN=C3C | -33 | -0.1 |
| COc1ccc(CNC(=O)/C=C/c2ccc3[nH]cc(CCN(C)C)c3c2)cc1 | 3 | -1.4 |
| CCCCOC(=O)c1ccccc1C(=O)OCc1ccccc1 | 20 | -0.1 |
| COc1ccc(CN2CCN(CCO)CC2)c(OC)c1C | -27 | 0.2 |
| c1ccc2c(c1)cc1ccc3cccc4ccc2c1c34 | 2 | 0.1 |
| COc1cc(C(=O)O[C@H]2[C@@H]3C=CO[C@@H](O[C@@H]4O[C@H](CO)[C@@H](O)[C@H](O)[C@H]4O)[C@@H]3[C@@]3(CO)O[C@@H]23)ccc1O | / | -0.2 |
| COc1ccc(OC(=O)N(C)C[C@@H]2OCc3cnnn3CCCC(=O)N([C@@H](C)CO)C[C@@H]2C)cc1 | 15 | 0.7 |

The list continues:
SMILES | EZH2 inh | IDH1 mut inh
CN1C(=O)CN=C(c2ccccc2)c2cc(Cl)ccc21 | 6 | -1.2
C=CCN1CC[C@]23c4c5ccc(O)c4O[C@H]2C(=O)CC[C@@]3(O)[C@H]1C5 | -1 | -2.1
Cc1nn(Cc2cccc(C(=O)Nc3ccc4oc(=O)cc(C(F)(F)F)c4c3)c2)c(C)c1Cl | 13 | 1.0
CCOP(=S)(OCC)SCn1c(=O)oc2cc(Cl)ccc21 | 13 | 8.6
C=C1[C@@]23C(=O)O[C@H](C)[C@]24O[C@@]2(C(=C)[C@]5(C=CC(=O)OC5(C)C)CC[C@]32C)[C@H](O)[C@@]1(C)OC4=O | / | -0.2
CO[C@H](C)C(O)(C(=O)OCC1=CCN2CC[C@H](O)[C@@H]12)C(C)C (some centres not stated) | / | 0.0
CCNC(=O)C1OC(n2cnc3c(N)ncnc32)C(O)C1O (configuration not stated) | / | -0.3
COc1ccc2c(c1OC)C(=O)O[C@H]2[C@@H]1c2cc3c(cc2CCN1C)OCO3 | / | 1.1
CN(C(=O)Cc1ccc(Cl)c(Cl)c1)[C@H](CN1CCCC1)c1ccccc1 | 1 | -1.5
CC(=O)c1c(C)n(Cc2ccccc2)c2c(Cl)c(Cl)c(Cl)c(OCC(=O)O)c12 | / | 2.6
Cc1ccnc(NC(c2ccccc2[N+](=O)[O-])c2ccc3ccc(C)nc3c2O)c1 (configuration not stated) | -15 | 0.2
COc1ccc(OC(=O)N(C)C[C@H]2OCc3cnnn3CCCC(=O)N([C@@H](C)CO)C[C@@H]2C)cc1 | / | -11
CC(C)[C@@]1(NC(=O)[C@@H]2CC3c4cccc5[nH]cc(c45)C[C@H]3N(C)C2)O[C@@]2(O)[C@@H]3CCCN3C(=O)[C@H](Cc3ccccc3)N2C1=O (some centres not stated) | / | 0.2
CCC(=O)O[C@H]1CC[C@H]2[C@@H]3CCC4=CC(=O)CC[C@]4(C)[C@H]3CC[C@]12C | 4 | -0.6
c1ccc2c(N3CCNCC3)cccc2c1 | -10 | -1.5
C=C1C([C@]2(C)C(CC(=O)OC)[C@@](C)(COC(C)=O)OC(=O)C[C@@H]2OC(C)=O)[C@@H](OC=O)[C@H](OC(=O)C(OC(C)=O)C(C)CC)[C@@]2(C)[C@H](c3ccoc3)CC(=O)C12O (some centres not stated) | / | 0.3
O=c1[nH]c2ccccc2n1C1CCN(CCCC(c2ccc(F)cc2)c2ccc(F)cc2)CC1 | 5 | 0.1
O=c1cc(O)c2ccccc2o1 | / | -0.3
CCCN(CCC)CCc1ccc(O)c(O)c1 | 10 | -5.2
O=C(O)C1C2CCC(O2)C1C(=O)Nc1ccc(Cl)cc1 (configuration not stated) | -2 | -0.1

By substructure: the compounds so far containing fluorine
SMILES | EZH2 inh | IDH1 mut inh
Cc1nn(Cc2cccc(C(=O)Nc3ccc4oc(=O)cc(C(F)(F)F)c4c3)c2)c(C)c1Cl | 13 | 1.0
O=c1[nH]c2ccccc2n1C1CCN(CCCC(c2ccc(F)cc2)c2ccc(F)cc2)CC1 | 5 | 0.1

More results follow:
SMILES | EZH2 inh | IDH1 mut inh
O=C(O)C1=CCCN(CCOC(c2ccc(C(F)(F)F)cc2)c2ccc(C(F)(F)F)cc2)C1 | 15 | 0.8
C[C@@H]1CN([C@@H](C)CO)C(=O)CCCn2nncc2CO[C@H]1CN(C)C(=O)Oc1ccc2ccccc2c1 | 1 | -2.8
CC(CO)NC(=O)C1C=C2c3cccc4[nH]cc(c34)CC2N(C)C1 (configuration not stated) | / | 0.9
COc1ccc(CC2(CCc3ccccn3)C(=O)NC(=O)N(c3ccccc3C)C2=O)cc1OC (configuration not stated) | 8 | -0.4
CCCN(CCC)C1CCc2ccc(O)cc2C1 (configuration not stated) | / | -0.2
CC[C@@H](CO)NC(=O)[C@@H]1C=C2c3cccc4c3c(cn4C)C[C@H]2N(C)C1 | -18 | -0.3
CCN1CC2(COC)CCC(O)C34C5CC6C(OC)CC(O)(C5C6O)C(C(OC)C23)C14 (configuration not stated) | -2 | 0.0
N#CC(C#N)=Cc1ccc(O)c(O)c1 | 6 | 0.2
CC(C)C(O)(C(=O)OCC1=CCN2CCC(O)C12)C(C)O (configuration not stated) | 2 | 0.0
C=C(C)[C@H]1O[C@H]2CC[C@@]3(C)[C@@](O)(CC[C@H]4[C@@H]5OC(C)(C)[C@H]6C[C@@H]7C(=C)Cc8c(Cl)cc9[nH]c(c5c9c8[C@@]76O)[C@@]43C)[C@]23O[C@@H]3[C@H]1O | -54 | 0.7
O=C(O)C1C2CCC(O2)C1C(=O)NCCc1ccccc1 (configuration not stated) | -15 | -0.2
CN1C(=O)c2ccccc2NC(=O)C1Cc1ccccc1 (configuration not stated) | / | 0.1
COc1ccc2c(c1)[nH]c1c(C)nccc12 | / | 0.0
c1ccc(C2CC2)c(OCC2=NCCN2)c1 | -8 | -0.3
C=CCN1CCC23c4c5ccc(O)c4OC2/C(=N\NC(=O)c2ccccc2)CCC3(O)C1C5 (configuration not stated) | / | -2.6
O=C1CC=C2C3CC4N(CCC45c4ccccc4N1C25)C/C3=C/CO (configuration not stated) | 20 | -0.3
Clc1cccc(Cl)c1NC1=NCCS1 | -12 | -1.2
CNCC(O)c1ccc(O)c(OC)c1 (configuration not stated) | / | -1.2
CC=C1CN2C3CC1C1(C(=O)OC)C2CC2(c4ccccc4N(C)C32)C1O (configuration not stated) | -2 | 0.3
COc1ccc(OC)c(NC(=O)Cn2cc(C(=O)c3ccccc3)c3ccccc32)c1 | -3 | 0.3
C[C@]1(C(=O)O)CCC[C@]2(C)c3cc(O)ccc3CC[C@@H]12 | / | -0.5&0.3
CCNc1nc(Cl)nc(NCC)n1 | 4 | -0.3
Nc1ncnc2nc(SCc3nc4ccc(I)cc4c(=O)n3-c3ccccc3)[nH]c12 | 3 | 0.4
O=C(N[C@H]1CN2CCC1CC2)c1ccc(Cl)cc1 | -17 | 0.4
C[C@]12CCC(=O)C=C1CC[C@@H]1C2CC[C@]2(C)C(=O)CCC12 (some centres not stated) | 14 | 0.0
C/C=C(/C)C(=O)OC1CCN2CC=C(COC(=O)C(O)(C(C)O)C(C)(C)O)C12 (configuration not stated) | / | -0.1
CN1C(=O)COc2c(C(=O)NC3CN4CCC3CC4)cc(Cl)cc21 (configuration not stated) | / | -0.3
CCCCCc1cc(OC)c(CC=C(C)C)c(O)c1C(=O)O | / | 0.5
C[C@]12C=CC(=O)C=C1CC[C@@H]1C2CC[C@]2(C)C(=O)CCC12 (some centres not stated) | 3 | 2.5
CC(C)N1C(=O)c2ccccc2NS1(=O)=O | -9 | -0.2
COc1cc2c3cc1Oc1cc(ccc1O)C[C@@H]1c4c(cc(OC)c(O)c4Oc4cccc(c4)C[C@@H]3N(C)CC2)CC[N+]1(C)C | -4 | -1.9
CCCCn1c(C)c(C(C)=O)c2c(OCC(=O)O)c(Cl)c(Cl)c(Cl)c21 | 11 | 0.2
C[C@@H]1CN([C@@H](C)CO)C(=O)CCCn2cc(nn2)CO[C@@H]1CN(C)C(=O)Oc1ccc2ccccc2c1 | -9 | 0.4
C(#CCN1CCCC1)CN1CCCC1 | -7 | 1.0
C[C@H]1CN([C@@H](C)CO)C(=O)CCCn2cc(nn2)CO[C@H]1CN(C)C(=O)Oc1ccc2ccccc2c1 | 7 | 1.3
COc1cc(C(=O)OC2C[C@H]3CC[C@@H](C2)N3C)ccc1O (some centres not stated) | 8 | -0.5
CC(C)(Cc1c[nH]c2ccc(Cl)cc12)NCCOc1ccccc1OCC1CC1 | 4 | -0.4
COc1ccc2[nH]cc(CCNCc3ccc(Br)cc3)c2c1 | -19 | -0.9
COc1ccc2c3c4n(c2c1)[C@@H](C=C(C)C)OOC(C)(C)C[C@@H]4N1C(=O)[C@@H]2CCCN2C(=O)[C@]1(O)[C@H]3OCC=C(C)C | / | 0.1
NC(=NCc1ccc(Cl)cc1)SCCCc1cnc[nH]1 | -3 | 2.0
COc1ccc(C(=O)c2c(C)n(CCN3CCOCC3)c3cc(I)ccc23)cc1 | 15 | -2.7
COc1ccc2[nH]cc(CCN)c2c1 | 24 | -0.4
CCCN(C/C=C/I)C1CCc2ccc(O)cc2C1 (configuration not stated) | / | -1.1&-0.3
C[C@H](CO)N1C[C@H](C)[C@H](CN(C)C(=O)Oc2ccc3ccccc3c2)OCc2cn(nn2)CCCC1=O | 3 | -0.3
C=CC(C)(C)[C@]12C=C(OC)C(=O)N3/C(=C/c4cnc[nH]4)C(=O)N[C@@]31N(OC)c1ccccc12 | / | ?
CCOC(=O)CN1C(=O)CC(C[C@@H](O)C2C[C@@H](C)C[C@H](C)C2=O)CC1=O (some centres not stated) | / | -0.8
C[C@H](CO)N1C[C@H](C)[C@@H](CN(C)C(=O)Oc2cccc3ccccc23)OCc2cnnn2CCCC1=O | -5 | /
C/C=C(/C)C(=O)O[C@H]1C(C)=C2[C@H]([C@@H]1OC(=O)CCCCCCC)[C@@](C)(OC(C)=O)C[C@H](OC(=O)CCC)[C@@]1(O)[C@H]2OC(=O)[C@@]1(C)O | 35 | -1.0
C=C[C@H]1CN2CC[C@H]1C[C@H]2[C@H](O)c1ccnc2ccccc12 | / | 0.8
Cc1nccc2c1[nH]c1ccccc12 | / | 0.7
O=c1ccc2cc(OC3O[C@H](CO)[C@@H](O)[C@H](O)[C@H]3O)c(O)cc2o1 (some centres not stated) | 18 | -0.3
CCOC(=O)c1[nH]c2ccc(OC)cc2c1C(SCC(=O)O)c1ccc(C(F)(F)F)cc1 (configuration not stated) | 27 | 7.4
COc1cc(CNCCc2c[nH]c3ccccc23)c([N+](=O)[O-])cc1OC | 0 | 0.1
COc1ccc(-n2nc(C(F)(F)F)cc2-c2ccc(Cl)cc2)cc1 | 2 | -0.3
CCN1C[C@]2(COC)CC[C@H](O)[C@]34C1[C@H](C[C@H]23)[C@@]1(O)C[C@H](OC)[C@H]2C[C@@H]4[C@@H]1[C@H]2OC(C)=O | / | -1.0
COc1ccc(CC2(CCc3ccncc3)C(=O)NC(=O)N(c3ccc(Cl)cc3)C2=O)cc1OC (configuration not stated) | -8 | 1.0
COC1=C[C@@H]2[C@@H]3Cc4ccc(OC)c(O)c4[C@]2(CCN3C)CC1=O | 14 | -0.1
Ic1cncc(OC[C@@H]2CCN2)c1 | 10 | 0.0
CC(C)(C)NC[C@H](O)COc1cccc2[nH]c(C#N)cc12 | 2 | 0.5
